Cav3 T inh: human Cav3.2 channel inhibition, primary screen; O95180; Cav3.2-expressing cells, Fluo-4 calcium fluorescence FDSS; stronger effect = lower value; B-score at 10 µM; 100,000 tested, 4% active; AID 449739;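 active = single-dose well whose peak fluorescence ratio is a statistical outlier from its plate by either plate-standardised score or position-corrected B-score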
Target sequence (O95180 whole entry, looked up): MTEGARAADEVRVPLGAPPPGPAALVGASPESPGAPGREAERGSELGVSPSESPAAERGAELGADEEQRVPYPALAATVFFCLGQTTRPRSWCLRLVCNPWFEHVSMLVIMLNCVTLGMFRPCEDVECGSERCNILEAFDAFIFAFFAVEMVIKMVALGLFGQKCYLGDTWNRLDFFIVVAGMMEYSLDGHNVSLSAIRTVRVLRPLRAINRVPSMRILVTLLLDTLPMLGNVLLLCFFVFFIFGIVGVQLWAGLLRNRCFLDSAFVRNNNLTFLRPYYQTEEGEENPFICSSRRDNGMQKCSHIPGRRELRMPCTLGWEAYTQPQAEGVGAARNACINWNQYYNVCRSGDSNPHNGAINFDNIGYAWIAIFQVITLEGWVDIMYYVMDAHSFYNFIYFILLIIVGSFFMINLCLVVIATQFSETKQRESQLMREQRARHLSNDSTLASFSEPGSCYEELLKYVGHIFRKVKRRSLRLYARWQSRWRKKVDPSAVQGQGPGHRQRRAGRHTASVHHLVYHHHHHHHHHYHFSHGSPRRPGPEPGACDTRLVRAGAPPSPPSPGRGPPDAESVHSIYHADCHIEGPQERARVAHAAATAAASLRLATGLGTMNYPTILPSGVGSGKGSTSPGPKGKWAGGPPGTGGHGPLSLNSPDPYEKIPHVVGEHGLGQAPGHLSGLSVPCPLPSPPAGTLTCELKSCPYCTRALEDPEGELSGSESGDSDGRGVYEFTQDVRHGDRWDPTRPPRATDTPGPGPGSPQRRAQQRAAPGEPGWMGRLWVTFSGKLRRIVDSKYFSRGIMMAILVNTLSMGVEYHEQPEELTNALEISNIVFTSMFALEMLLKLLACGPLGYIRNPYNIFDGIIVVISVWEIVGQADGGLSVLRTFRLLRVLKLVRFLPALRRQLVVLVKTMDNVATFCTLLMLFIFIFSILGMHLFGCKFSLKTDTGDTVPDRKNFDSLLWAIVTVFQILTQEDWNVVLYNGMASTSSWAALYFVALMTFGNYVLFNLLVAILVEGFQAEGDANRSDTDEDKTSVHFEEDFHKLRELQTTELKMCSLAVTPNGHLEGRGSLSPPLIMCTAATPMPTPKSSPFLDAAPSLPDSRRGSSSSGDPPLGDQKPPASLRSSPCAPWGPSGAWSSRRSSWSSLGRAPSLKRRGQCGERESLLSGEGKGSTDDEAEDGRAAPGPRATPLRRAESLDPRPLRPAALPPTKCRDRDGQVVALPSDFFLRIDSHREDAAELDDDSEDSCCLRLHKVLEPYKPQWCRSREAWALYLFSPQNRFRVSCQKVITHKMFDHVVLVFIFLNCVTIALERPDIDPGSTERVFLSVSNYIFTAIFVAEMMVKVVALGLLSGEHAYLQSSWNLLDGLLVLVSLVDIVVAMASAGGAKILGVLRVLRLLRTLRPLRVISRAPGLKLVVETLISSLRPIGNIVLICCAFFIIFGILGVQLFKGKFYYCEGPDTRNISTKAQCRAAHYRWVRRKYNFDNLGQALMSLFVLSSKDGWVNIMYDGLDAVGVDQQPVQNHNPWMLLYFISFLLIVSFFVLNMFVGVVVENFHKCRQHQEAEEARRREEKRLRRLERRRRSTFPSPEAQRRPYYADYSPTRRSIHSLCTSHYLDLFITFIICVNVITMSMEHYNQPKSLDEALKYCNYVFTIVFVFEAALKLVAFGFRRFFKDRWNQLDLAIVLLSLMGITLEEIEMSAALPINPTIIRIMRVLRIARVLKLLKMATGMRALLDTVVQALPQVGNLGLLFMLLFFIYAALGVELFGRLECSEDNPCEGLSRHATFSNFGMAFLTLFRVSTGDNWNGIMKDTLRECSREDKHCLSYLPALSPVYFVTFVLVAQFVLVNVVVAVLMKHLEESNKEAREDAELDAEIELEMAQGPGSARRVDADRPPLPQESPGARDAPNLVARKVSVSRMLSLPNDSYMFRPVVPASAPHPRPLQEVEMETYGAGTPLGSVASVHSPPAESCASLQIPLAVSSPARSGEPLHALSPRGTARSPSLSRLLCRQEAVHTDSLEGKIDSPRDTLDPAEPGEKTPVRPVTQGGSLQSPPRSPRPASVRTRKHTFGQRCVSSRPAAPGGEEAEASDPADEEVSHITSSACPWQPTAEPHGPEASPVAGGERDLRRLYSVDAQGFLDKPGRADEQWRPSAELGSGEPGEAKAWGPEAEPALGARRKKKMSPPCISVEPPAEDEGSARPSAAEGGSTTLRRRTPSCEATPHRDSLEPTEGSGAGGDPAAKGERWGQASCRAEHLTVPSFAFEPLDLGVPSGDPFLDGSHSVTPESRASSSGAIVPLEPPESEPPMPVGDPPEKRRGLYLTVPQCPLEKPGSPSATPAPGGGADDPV
Active calls of the source: *; & = joins results of further samples. Some of the compounds tested. The share of hits here may be higher or lower than overall.

The opening 3 records, ahead of the listing:
canonical_smiles	Cav3 T inh
CCCCNS(=O)(=O)c1ccc(S(=O)(=O)n2cnc3ccccc32)cc1	0.928
CC(C)NS(=O)(=O)c1ccc(OCC(=O)Nc2ccc3c(c2)OCCO3)cc1	0.673
Cc1ccc(CNC(=O)CCOc2ccc(C(C)(C)C)cc2)cc1	-1.1

This part in full, from the start:
canonical_smiles	Cav3 T inh
CCCCNS(=O)(=O)c1ccc(S(=O)(=O)n2cnc3ccccc32)cc1	0.928
CC(C)NS(=O)(=O)c1ccc(OCC(=O)Nc2ccc3c(c2)OCCO3)cc1	0.673
Cc1ccc(CNC(=O)CCOc2ccc(C(C)(C)C)cc2)cc1	-1.1
COc1cc2c(cc1OC)CN(C(=O)CSc1nc(N)c(C#N)cc1C#N)CC2	-1
CCOc1ccc(-n2nnc3c(=O)n(CC(=O)c4ccccc4)cnc32)cc1	0.991
O=C(CSCc1ccc(Cl)cc1)Nc1cccc(C(=O)Nc2ccccc2C(=O)O)c1	-6.86*
C[n+]1ccccc1/C=N/O	-2.11&-0.0318
Cc1ccc(C(=O)Nc2ccccc2N2CCN(C(=O)C(C)C)CC2)cc1	-1.82
Cc1nc2ccccc2c(=O)n1/N=C/c1ccncc1	0.499
FC(F)(F)c1cccc(N2Cc3ccccc3C2)c1	-1.32
CCOC(=O)C1=C(C)NC(C)=C(C(=O)OCC)C1c1ccc(O)cc1	0.131
COc1ccc(-c2cc3ccccc3s2)cc1[C@H]1[C@H]2C=CC[C@@H](C)[C@@H]2C(=O)N1Cc1ccccc1	0.357
COc1cc(C(=S)N2CCC(C(N)=O)CC2)ccc1O	-1.02
Cn1nc(C(F)(F)F)c(C#N)c1N1CCN(c2ccccc2)CC1	-0.769
O=C(COC(=O)C1CCCN1C(=O)c1cccs1)c1ccccc1 (stereo unspecified)	-0.157
CCc1nnc(NC(=O)CSc2nnc(-c3c[nH]c4ccccc34)n2CC)s1	-0.0741
Cc1cc2nnc(SCC(=O)NCc3cccs3)n2c2ccccc12	-0.897
Cc1ccc2[nH]ccc(=O)c2c1	0.17
CNc1nc2c3ccccc3n(C(C)=O)c2s1	0.762
O=C(O)c1ccc2c(c1)CC(c1ccccc1)OC2=O (stereo unspecified)	0.681
N#C/C(=N\Nc1ccc(Cl)cc1)C(=N)N1CCCCC1	-4.3
CCOC(=O)C1=C(c2ccccc2)N(C)C(=O)NC1c1ccc(O)c(OC)c1 (stereo unspecified)	0.33
CCn1c(SCc2nc(CC(=O)Nc3ccccc3OC)no2)nnc1-c1cccs1	-0.0981
COc1ccccc1C(=O)N1CCN=C1c1ccccc1	0.0507
Cc1nc(SCC(=O)c2c[nH]c3ccccc23)n[nH]1	-0.187
CCCS(=O)(=O)N1CCC(C(=O)NCCCOCC)CC1	-2.88
FC(F)(F)C1=CC(c2ccc(Cl)cc2)=NCCN1	1.42
Cc1c(NC(=O)CSc2nc(-c3ccco3)cc(C(F)(F)F)n2)c(=O)n(-c2ccccc2)n1C	1.46
COCCCn1c2nc3ccccc3nc2c2c(=O)n(Cc3ccc(Cl)cc3)cnc21	0.00779
O=C(Cn1c(=O)n(CC2CCCO2)c(=O)c2ccccc21)c1ccccc1 (stereo unspecified)	-0.0308
Cc1ccc(-c2nn(-c3ccccc3)cc2CN(Cc2ccccc2)C(=O)CCC(=O)O)o1	-1.75
CN(C(=O)Nc1ccc(S(=O)(=O)N(C)C)cc1)C1CCCCC1	0.0497
O=C(Cc1ccccc1)Nc1ccccc1N1CCOCC1	0.395
CCN(CC)S(=O)(=O)c1ccc(NC(=O)C(OC)c2ccccc2)cc1 (stereo unspecified)	-0.782
CCN1C(=O)/C(=C2/SC(C)=C(C)N2CC)SC1=S	0.811
O=C(/C=C/c1ccccc1)NC(=S)Nc1ccc(N2CCOCC2)cc1	-0.609
Cc1ccc(S(=O)(=O)N(CC(=O)NCc2ccco2)Cc2ccccc2F)cc1	-1.42
NS(=O)(=O)c1ccc(CCNC(=O)NC2(C(F)(F)F)Oc3ccccc3O2)cc1	-0.844
CCOC(=O)Cc1csc(NC(=O)Nc2ccccc2)n1	0.717
O=C(Nc1ccccc1O)c1ccc(Cl)cc1	-1.18
Cc1nc2sc(C(c3cccs3)N3CCN(c4cccc(Cl)c4)CC3)c(O)n2n1 (stereo unspecified)	-1.66
CCOC(=O)CSc1nc(C)cc(C)c1C#N	-0.882
CCN(CC(=O)NC(C)C)C(=O)CCNC(=O)c1ccc(Cl)cc1	-0.0433
O=C(CSc1nnc(-c2ccco2)n1Cc1ccccc1)c1ccc(F)cc1	-1.42
Cc1cc(C)nc(SCC(=O)Nc2ccccc2[N+](=O)[O-])n1	-0.261
O=C(O)c1cccc(-n2cnnn2)c1	0.0644
CC1(C)CC2CC(C)(CN2C(=O)COC(=O)c2cc(Cl)cc(Cl)c2N)C1 (stereo unspecified)	-0.424
CCOc1nc(SCCOc2ccc(C)cc2)nc(N(C)C)n1	-6.45*
CC(=O)Nc1nonc1-c1nc2ccccc2n1Cc1nnc(C)o1	-0.00122
CCN(CC)CCCNC(=O)c1nn(-c2ccccc2OC)c(=O)c2ccccc12	0.459
CCC(=O)Nc1cc2c(cc1C(=O)CC)OCCO2	1.26
O=C(C1CCCCC1)N1CCCC(c2nc3c(nnn3Cc3ccccc3)c(=O)[nH]2)C1 (stereo unspecified)	0.201
Cc1ccc(-c2nnc(SCC(=O)NNC(=O)COc3cccc(C)c3)n2C)cc1	0.0321
COc1cccc(N2CCN(Cc3nc(N)nc(Nc4ccccc4OC)n3)CC2)c1	-1.05
CCn1cc(/C=N/NC(=O)c2ccc(C#N)cc2F)c2ccccc21	0.67
COc1cc2c(cc1NC(=O)CN1C(=O)NC3(CCc4ccccc43)C1=O)oc1ccccc12 (stereo unspecified)	0.14

Carrying on.
canonical_smiles	Cav3 T inh
O=C(O)Cn1nc(-c2ccc(F)cc2)oc1=O	0.14
COc1cc(OC)c2ccc(=O)oc2c1C(CCN1CCCC1)c1ccc2c(c1)OCO2 (stereo unspecified)	0.979
Cc1cccc2cc(CN(Cc3cccnc3)C(=O)c3ccccc3F)c(Cl)nc12	-0.247
CCn1c(SCC(=O)Nc2ccc(NC(=O)c3cccs3)cc2)nnc1-c1cccnc1	0.102
CCCOc1ccc(C2NC(=O)NC2=O)cc1 (stereo unspecified)	0.714
COc1ccc(NC(=O)COc2ccc(/C=N/n3c(C)nnc3C)cc2OC)cc1	1.34
CNC(=O)CSc1nnnn1-c1ccc2c(c1)OCCO2	0.162
O=C(NCc1ccc(Cl)cc1)C(=O)NCC1OCCN1S(=O)(=O)c1cccs1 (stereo unspecified)	-5.97*
O=C(C1CCN(S(=O)(=O)N2CCOCC2)CC1)N1CCOCC1	0.323
COc1cc(OC)cc(C(=O)N2CCC(N3CCN(c4ccccc4)CC3)CC2)c1	1.41
CN1CCCC(OC(=O)CCCCC(=O)OC2CCCN(C)C2)C1 (stereo unspecified)	0.0444
CC1Cc2ccccc2N1C(=O)CN1C(=O)NC(C)(c2ccc3c(c2)OCCO3)C1=O (stereo unspecified)	-1.06
c1ccc2c(c1)OCC(c1csc3ncnc(N4CCCCC4)c13)O2 (stereo unspecified)	0.135
C=CCOc1ccc(CNn2cn[nH]c2=S)cc1OCC	-1.39
O=C(O)CCCC(=O)Nc1nc2n(n1)C(c1ccc(F)cc1)CC(c1ccc(Cl)cc1)N2 (stereo unspecified)	1.23
Cc1ccc(C(C(=O)NC2CCCC2)N(C(=O)Cc2cccs2)c2cccc(C)c2C)o1 (stereo unspecified)	0.682
CCN(CC)C(=O)CSc1nc2c(sc(=S)n2CC)c(=O)n1-c1ccccc1	0.157
Cc1nc(CNS(=O)(=O)c2ccc3ccccc3c2)cs1	-1.06
Cc1cc(-c2ccccc2)n(-c2ccc(C(=O)NC(C)C)cc2)n1	-0.03
NC(=O)C1(N2CCCCC2)CCN(S(=O)(=O)c2cc(Cl)ccc2Cl)CC1	0.489
C#CCOCCOCCOCCNc1nc(N2CCN(C(=O)[C@H](Cc3ccc(O)cc3)n3cc([C@@H](N)C(C)CC)nn3)CC2)nc(N2CCN(C(=O)[C@H](Cc3cc4ccccc4[nH]3)n3cc([C@@H](N)C(C)CC)nn3)CC2)n1 (stereo partly specified)	-0.0042
OC(CCCCN1CCCCC1)c1ccccc1 (stereo unspecified)	-0.0367
COC(=O)CC1Oc2ccc(C)cc2NC1=O (stereo unspecified)	0.394
CCOC(=O)C1C(=O)NC(SCC(=O)OC)=C(C#N)C1c1ccccc1OCC (stereo unspecified)	-0.14

3 compounds from above, sorted by count of non-hydrogen atoms, low to high:
canonical_smiles	Cav3 T inh
COC(=O)CC1Oc2ccc(C)cc2NC1=O (stereo unspecified)	0.394
NC(=O)C1(N2CCCCC2)CCN(S(=O)(=O)c2cc(Cl)ccc2Cl)CC1	0.489
CCOC(=O)C1C(=O)NC(SCC(=O)OC)=C(C#N)C1c1ccccc1OCC (stereo unspecified)	-0.14

(next part)
canonical_smiles	Cav3 T inh
Cc1ccc(C(=O)NNC(=O)C2CCCN(c3ncccn3)C2)cc1 (stereo unspecified)	0.829
CCOc1ccccc1NC(=O)CSc1nnc(Cn2c(=O)sc3ccccc32)n1C	-0.632
COc1cccc(N2CCN(S(=O)(=O)c3ccc4nc(-c5ccccc5)[nH]c4c3)CC2)c1	0.318
Cn1c(Cn2nnc3ccccc32)nnc1SCC(=O)N1CCc2ccccc21	-0.25
COc1ccc(C(C)=O)cc1COC(=O)c1cccc(N(C)C)c1	-3.47
CCC1(C)CC(CC(=O)O)(c2ccccc2OC)CCO1 (stereo unspecified)	0.0124
CCCc1ccc(-c2cc(C(=O)NCCc3ccc(S(N)(=O)=O)cc3)c3ccccc3n2)cc1	-0.374
COc1cc(S(=O)(=O)n2nc(C)cc2C)c(OC)cc1Cl	-0.982
Cn1cc(SCC(=O)Nc2ccc3c(c2)OCCO3)c2ccccc21	-0.848
COc1cc(OC)cc(-c2nnc(SCC(=O)N3CCCc4ccccc43)o2)c1	-4.33*
CC(C)C(=O)Nc1ccc(N2CCCC2)cc1	-0.652
CCc1ccccc1OCC(=O)Nc1ccc(S(N)(=O)=O)cc1	0.0963
CCOc1ccc(-c2nc(CSc3nncs3)cs2)cc1OC	0.0301
Cc1cc(C)cc(OCc2nnc(SCC(=O)c3ccc(Br)cc3)o2)c1	-0.365
Cc1ccc(C2/C(=C(/O)c3cnn(-c4ccccc4)c3C)C(=O)C(=O)N2CCN2CCOCC2)o1 (stereo unspecified)	-0.377
Cc1ccc(S(=O)(=O)Nc2cccnc2)cc1	-0.227
CCOc1ccc2nc(C)cc(Nc3ccc4c(c3)OCCO4)c2c1	-1.67
COc1ccc(CN2C(=O)c3ccccc3C2C(=O)NCC2CCCO2)c(OC)c1 (stereo unspecified)	0.231
CCOC(=O)C1CCN(c2nc(-c3ccccc3)nc3c2oc2ccccc23)CC1	0.596
CCC(C)NC(=O)c1ccc(CSCc2cccc(F)c2)o1 (stereo unspecified)	-0.0954
Cc1ccccc1-c1nc2ccccc2c(=O)n1C1CCS(=O)(=O)C1 (stereo unspecified)	0.335
Cc1cc(C)cc(NC(=O)CSc2nc3c(c(=O)n2C)SC(C)C3)c1 (stereo unspecified)	-0.0322
COc1ccc(C2N(c3cc(Cl)ccc3OC)C(=O)C3CCCN32)cc1OC (stereo unspecified)	0.822
Cc1ccc(C(=O)CSc2nnc(CNc3ccc(C)cc3C)n2Cc2ccco2)cc1	-9.75*

Continued, starting with the last 2 of the part before.
canonical_smiles	Cav3 T inh
COc1ccc(C2N(c3cc(Cl)ccc3OC)C(=O)C3CCCN32)cc1OC (stereo unspecified)	0.822
Cc1ccc(C(=O)CSc2nnc(CNc3ccc(C)cc3C)n2Cc2ccco2)cc1	-9.75*
COc1ccc(C2OC(=O)c3ccccc3S2)cc1 (stereo unspecified)	-0.943
CC(=O)OC1CSc2nc3ccccc3n2C1 (stereo unspecified)	1.32
CC(=O)c1cccc(NC(=O)Nc2ccc(C(=O)N3CCCC3)cc2)c1	0.467
O=C(CC1Nc2ccccc2NC1=O)Nc1cc(Cl)cc(Cl)c1 (stereo unspecified)	-2.1
O=C(CCC(=O)OCC(F)(F)C(F)F)Nc1ccc(Cl)cc1	0.375
Cc1ccc(N2C(=O)c3ccccc3C2(O)c2ncc[nH]2)cc1 (stereo unspecified)	1.38
CS(=O)(=O)Nc1ccc(C(=O)NCc2ccccn2)cc1	0.0255
C/C(CC(=O)Nc1ccccc1-c1ccccc1)=N\NC(=O)COc1ccc(C)cc1Br	-6.54*
CCCSc1nnc(CSc2nc3nc(C)cc(C)n3n2)o1	0.462
Cc1cc(C)nc(N/C(=N\S(=O)(=O)Cc2ccccc2)Nc2cccc(Cl)c2C)n1	-0.975
COCCOC(=O)C1=C(C)NC(=O)NC1c1cccs1 (stereo unspecified)	-1.47
CC1CCCCC1NC(=O)Cn1[nH]c(=O)c2ccccc2c1=O (stereo unspecified)	-1.14
COc1cccc2sc(Nc3nc(-c4ccccn4)cs3)nc12	-0.901
O=C(NC1CCCCC1)C(c1ccc(Cl)cc1)N1CCC2(CC1)OCCO2 (stereo unspecified)	-1.3
O=C(CCCC(=O)N(CC(=O)NC1CCCCC1)Cc1ccco1)Nc1ccccn1	1.37
O=C(CSc1nnnn1Cc1ccccc1)Nc1ccc2c(c1)OCCO2	-1.1
CCOC(=O)C1=C(CC)OC(N)=C(C#N)C1c1cc(OC)ccc1OC (stereo unspecified)	-0.0138
COc1cccc(/C=N/NC(=O)c2ccc(OCc3cccc(Br)c3)cc2)c1	-5.97*
CCC(=O)Nc1ccc(N2CCC(C)CC2)cc1	-0.105
Cc1nc(C(=O)Nc2ccc(Cl)cc2Cl)nn1-c1cc(OC(C)C)c(Cl)cc1Cl	-0.516
